PMI inhibition: human PMI inhibitors, high substrate, primary screen, biochemical, fluorescence intensity, high mannose 6-phosphate (AID 1220) | recombinant PMI enzyme, coupled fluorescence intensity; higher % means a stronger effect | inhibition, % at 20 µM; hits with a dose series show IC50 in µM | actives 0.66% (n = 190,000)
human PMI inhibition: inhibitors of human PMI, primary screen, biochemical, fluorescence intensity, coupled assay (AID 1209); purified PMI enzyme, coupled fluorescence intensity; higher % means a stronger effect; one-dose inhibition, % at 20 µM; IC50 in µM for titrated hits; actives 0.42% (n = 190,000);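 also: plate controls were DMSO vehicle for no effect and wells lacking substrate for full effect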
TNAP activators: human TNAP enzyme activators, primary screen, biochemical, luminescent, no phosphate acceptor, uHTS (AID 1001); purified TNAP, luminescent activation assay, no phosphate acceptor; higher activation fold means a stronger effect; actives 0.03% (n = 200,000); one-dose activation fold at 20 µM; EC50 in µM for titrated hits; in the data active = activation fold from about 3, or a potency from the dose series; inactive = the rest, 99 in 100 with activation fold below about 1.6; also: many of its hits are not listed in these tables
M1AAP inhibition: malaria alanyl aminopeptidase activity blockers – biochemical, fluorogenic H-Leu-NHMec substrate, 1536-well (AID 1445); recombinant M1AAP, H-Leu-NHMec fluorogenic kinetic assay; higher % means a stronger effect; inhibition, % at 30 µM; hits with a dose series show IC50 in µM; actives 0.42% (n = 220,000);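 active = primary inhibition above the hit cutoff, then over 50% inhibition at one or more dose response concentrations, cut at about 23% in these data, passing the limit was not always enough; inconclusive = conflicting primary data, or primary hits not chosen for dose response; inactive = low primary inhibition, or under 50% at every dose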;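 also: plate controls were DMSO full reaction for no effect and no enzyme background for full effect; strong numbers were not always called active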
Yfh1-off respiration: enhancers of respiration in Yfh1-depleted yeast, dose response, Friedreich's ataxia, plus single-dose screen (AID 1465); fold induction at 50 µM; hits with a dose series show EC50 in µM; S. cerevisiae Yfh1-off respiration, WST-1 reduction, 72 h; higher fold induction means a stronger effect; actives 0.074% (n = 220,000);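 active = fold induction of absorbance versus untreated yeast above a set limit, then at least 30% activation at any dose in follow-up; inconclusive = repeats straddling the limit, or above it without dose testing; inactive = fold induction below the set limit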;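 also: activators that raise dye reduction in frataxin-depleted yeast; strong numbers were not always called active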
WT yeast gro inh: growth inhibition of WT yeast, mitochondrial fusion screen; mitochondrial fusion phenotypic screen, WT strain; inhibition, % at 10 µM; actives 2.1% (n = 190,000); AID 1362; in the data active = inhibition above about 58%; tested in S. cerevisiae
XIAP antagonists: small molecules displacing peptide from XIAP – biochemical, IAP family, fluorescence polarization (AID 1018). displacement, % at 20 µM; hits with a dose series show IC50 in µM. actives 0.007% (n = 200,000). XIAP BIR domain, fluorescence polarization peptide displacement; higher % means a stronger effect; in the data active = displacement above about 50%; also: a part of the inactive calls stands beside numbers as strong as those of hits
P. falciparum M17LAP: P. falciparum M17LAP inhibitors, primary screen, biochemical, fluorogenic H-Leu-NHMec substrate, 1536-well (AID 1619); actives 0.38% (n = 220,000); inhibition, % at 30 µM; hits with a dose series show IC50 in µM; recombinant M17LAP, H-Leu-NHMec fluorogenic kinetic assay; higher % means a stronger effect;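 active = compound inhibiting the enzyme by more than half at any dose during confirmatory dose-response retesting; inconclusive = strong single-dose inhibitors picked by rank but not retested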;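 also: plate controls were full reaction with DMSO carrier for no effect and no enzyme background for full effect; strong numbers were not always called active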
LYP inhibition: inhibitors of LYP phosphatase, biochemical, fluorescence intensity, uHTS (AID 1779). recombinant LYP phosphatase, fluorescence intensity; higher % means a stronger effect. one-dose inhibition, % at 11.5 µM; IC50 in µM for titrated hits. actives 0.054% (n = 290,000);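 also: plate controls were vehicle with enzyme for no effect and no enzyme for full effect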
WT yeast gro inh mutant strain: further read-out of WT yeast gro inh, marked with its call; inhibition, %; mitochondrial fusion phenotypic screen, mutant strain inhibition
Numbers without * were called inactive; i = inactive; ? = inconclusive; · = not tested or not shown. Rule as the data show it, unless noted: active = inhibition above about 50%; inactive = the rest.

SMILES	PMI inhibition	human PMI inhibition	TNAP activators	M1AAP inhibition	Yfh1-off respiration	WT yeast gro inh	WT yeast gro inh mutant strain	XIAP antagonists	P. falciparum M17LAP	LYP inhibition
COc1ccc(C(=O)NC(=S)Nc2ccc(CN3CCOCC3)cc2)cc1OC	·	·	·	4%	i	·	·	·	11%	-6%
CNC(=O)C1CC(=O)N(CCc2ccc(OC)cc2)C(=Nc2ccc(OC)cc2)S1 (stereo not given)	0%	3%	1.1	3%	i	-6	-6	-18%	10%	0%
COCc1n[nH]c(=S)n1-c1ccccc1	-7%	-7%	1.1	-1%	i	0	4	-4.9%	1%	-9%
CC1CCCN(CCC(=O)c2ccc(Br)cc2)C1 (stereo not given)	·	60%*	1	-4%	i	-6	4	-3.2%	-3%	-1%
O=C1C2CC=CCC2C(=O)N1c1ccc(OCC(O)Cn2nnc3ccccc32)cc1 (stereo not given)	0%	-1%	1.2	7%	i	-2	-34	-4.2%	-3%	-10%
CCC(=NCCc1c(C)[nH]c2ccc(C)cc12)C1=C(O)CC(c2ccccc2)CC1=O (stereo not given)	7%	15%	1.1	6%	i	20	11	-0.2%	19%	8%
Cc1[nH]c2ccccc2c1SCc1n[nH]c(=S)n1C	·	·	·	2%	i	·	·	·	-9%	-6%
CCOC(=O)c1[nH]c2ccc(C)cc2c1N=CN(CC)CC	10%	-2%	1.1	16%	i	-7	0	-5.4%	6%	0%
Cc1c(CNC(=O)c2nn3c(c2Cl)NC(c2ccccc2)CC3C(F)(F)F)cnn1C (stereo not given)	4%	-7%	1.1	-3%	i	23	-1	-3.1%	6%	-6%
COC(=O)N/N=C/c1ccccc1OCCOc1ccc(OC)cc1	·	·	·	0%	i	·	·	·	-2%	-4%
COc1ccc(/C=C/C(=O)NCCc2ccc(OC)c(OC)c2)cc1	2%	10%	1.1	4%	i	8	23	0.8%	17%	-1%
C=CCn1c(SCc2c(C)noc2C)nc2sc3c(c2c1=O)CCCCC3	8%	12%	1	-4%	i	8	-20	-1.2%	12%	-5%
CS(=O)(=O)N1CCN(c2ccc(NC(=S)NC(=O)c3cccs3)cc2)CC1	-8%	4%	1	4%	i	15	15	-6.3%	1%	0%
COc1cc(/C=N/Nc2nc(N3CCCC3)nc(N3CCCC3)n2)ccc1O	5%	8%	1	7%	i	29	32	-5.0%	24%	-4%
O=C(N/N=C/c1ccncc1)c1cccc([N+](=O)[O-])c1	-8%	4%	1	5%	i	-7	11	-4.2%	8%	-10%
CC(O)Cn1nc([N+](=O)[O-])nc1N (stereo not given)	-12%	-12%	1.1	-2%	i	-4	-23	-5.0%	-6%	-3%
O=C(CSc1nnc(Cn2c(=O)sc3ccccc32)n1-c1ccccc1)N1CCOCC1	12%	3%	1.1	6%	i	-15	16	-6.6%	2%	-9%
O=C(Cn1c(=O)oc2cc(S(=O)(=O)N3CCOCC3)ccc21)N1CCc2ccccc2C1	1%	-2%	1.2	5%	i	-7	-10	-1.3%	-5%	-6%
N=c1n(CC(=O)O)c2ccccc2n1Cc1ccccc1Cl	-26%	-25%	1	2%	i	3	-14	-5.7%	4%	1%
CCc1nc2ccc(C(=O)NCc3ccco3)cc2nc1CC	-16%	-3%	1	-1%	i	-5	5	-3.5%	17%	-7%
Cc1cccc(-n2nnc(C(=O)NCc3ccc4c(c3)OCO4)c2N)c1	0%	-6%	1	5%	i	17	8	-1.3%	5%	-7%
Cc1ccc(SCCNC(=O)/C=C/c2ccccc2Cl)cc1	5%	10%	1.1	4%	i	2	-11	-3.9%	4%	-1%
CCOc1cccc2sc(Nc3nc4ccc(NC(C)=O)cc4s3)nc12	-8%	-6%	1.7	?	i	-14	-20	-1.7%	-82%	-9%
COn1c(SC(C)C)nc2ccccc2c1=O	7%	7%	1	5%	i	9	7	-1.0%	4%	0%
Fc1ccc(-n2c(-c3ccco3)nc3nc4ccccc4nc32)cc1	-1%	-8%	1	2%	i	9	9	-3.6%	-10%	-22%
The list goes on:
SMILES	PMI inhibition	human PMI inhibition	TNAP activators	M1AAP inhibition	Yfh1-off respiration	WT yeast gro inh	WT yeast gro inh mutant strain	XIAP antagonists	P. falciparum M17LAP	LYP inhibition
CC1CCCC(C)N1C(=O)Cn1c(SCC(=O)Nc2ccc3c(c2)OCO3)nc2ccccc21 (stereo not given)	8%	14%	1.1	1%	i	9	-2	-6.1%	8%	-11%
CSC(=NC1CCCCC1)NS(=O)(=O)c1ccccc1	6%	2%	1.1	6%	i	-11	-3	-2.2%	-9%	-2%
O=C(O)/C=C(\Oc1ccccc1)C1(O)CCCCC1	·	·	·	0%	i	·	·	·	2%	-3%
COc1cccc(/C=C/C(=O)OCC(=O)NCC2CCCO2)c1 (stereo not given)	0%	-4%	1	-3%	i	-15	12	-1.2%	-14%	-8%
CC(=C1C(=O)c2ccccc2C1=O)N1CCN(C/C=C/c2ccccc2)CC1	-9%	8%	1	7%	i	7	4	-8.2%	2%	-2%
O=C(CSc1nc2c([nH]c3ccccc32)c(=O)n1-c1ccccc1)N1CCOCC1	5%	-1%	1.1	8%	i	6	4	-3.1%	0%	-3%
CSCCC(NS(=O)(=O)c1ccc2c(c1)c(=O)n(C)c(=O)n2C)C(=O)NC1CCN(Cc2ccccc2)CC1 (stereo not given)	-10%	-8%	0.9	2%	i	6	13	-4.7%	-3%	-8%
CC1=C(C)CC2C(=O)N(Cc3ccccc3)C(=O)C2C1 (stereo not given)	-5%	-8%	1	12%	i	-7	-13	-2.2%	7%	-10%
O=C(O)c1ccccc1CSc1ccccn1	-7%	-13%	1.2	1%	i	-7	-18	-2.4%	-2%	-2%
CC(C)(C)c1cc2cccnc2n1Cc1ccccc1	-8%	-6%	1	-4%	i	29	39	-1.8%	-4%	-19%
Cc1ccc(C2=NNC(=O)C(c3c[nH]c4ccccc34)C2)cc1 (stereo not given)	0%	-4%	1.1	2%	i	16	9	-7.3%	26%	-4%
O=C(COc1ccc(-n2cnnn2)cc1)NCCc1ccc(F)cc1	2%	4%	1.2	-2%	·	12	-8	-2.6%	0%	-3%
CC(=O)N(C)c1ccc(NC(=O)COc2ccc(Br)cc2C)cc1	-2%	-3%	1.1	-2%	i	-8	-22	-0.8%	6%	-6%
CCOC(=O)C1=C(C)NC(=O)NC1c1ccc(-c2ccc(F)cc2)o1 (stereo not given)	-14%	-25%	1	5%	i	13	17	-5.6%	3%	-6%
COc1ccc(/C(C)=N/NC(=O)Cc2c(C)nc(C)[nH]c2=O)cc1	8%	6%	1	0%	i	-8	13	2.9%	4%	-7%
COC(=O)c1c(NC(=O)CSc2nnc(-c3ccco3)n2Cc2ccccc2)sc(C)c1C	8%	8%	1.2	0%	i	48	25	-1.9%	-9%	-3%
O=C(/C=C/c1ccco1)NC(=S)Nc1ccccc1N1CCCC1	13%	10%	1	17%	i	43	10	-1.6%	21%	-4%
COCCn1c(NCc2ccc(C)cc2)nc2c1c(=O)[nH]c(=O)n2C	3%	4%	1.1	-3%	i	7	11	-0.7%	-2%	-3%
Cc1ccc2[nH]c3c(c2c1)CN(C(=O)CN1CCN(c2ccccn2)CC1)CC3	8%	-19%	0.9	9%	i	-23	-3	-3.4%	10%	-4%
CCOC(=O)c1c(NC(=O)C2C3C=CC(C3)C2C(=O)O)sc2c1CCC(C)C2 (stereo not given)	0%	-5%	1.1	0%	i	4	-16	-2.9%	16µM*	-2%
O=C(c1cc(N2C(=O)C3C4CCC(C4)C3C2=O)ccc1Cl)N1CCN(c2ccc(F)cc2)CC1 (stereo not given)	2%	11%	1.1	3%	i	3	-21	-5.3%	2%	-6%
CN(C)CCOCCOc1ccc(Cl)cc1Br	9%	16%	1	0%	i	6	4	-6.5%	1%	-8%
O=C(CCN1C(=O)c2cccc3cccc(c23)C1=O)NCc1cccnc1	-4%	-4%	0.9	3%	i	-22	15	-9.4%	-8%	0%
COc1ccccc1CN1CCNC(=O)C1CC(=O)NCc1csc(C)n1 (stereo not given)	10%	2%	1.1	3%	i	-2	3	-2.2%	-1%	2%
CC1CCC2(CC1)NC(=O)N(CC(=O)N1CCN(S(=O)(=O)c3ccccc3)CC1)C2=O (stereo not given)	0%	-7%	1.2	4%	i	-16	2	-5.2%	5%	-5%

Compound profiles, from the list above. Order of screens: PMI inhibition	human PMI inhibition	TNAP activators	M1AAP inhibition	Yfh1-off respiration	WT yeast gro inh	WT yeast gro inh mutant strain	XIAP antagonists	P. falciparum M17LAP	LYP inhibition
O=C(O)/C=C(\Oc1ccccc1)C1(O)CCCCC1 reads ·	·	·	0%	i	·	·	·	2%	-3%
CC(=O)N(C)c1ccc(NC(=O)COc2ccc(Br)cc2C)cc1 reads -2%	-3%	1.1	-2%	i	-8	-22	-0.8%	6%	-6%
CC(C)(C)c1cc2cccnc2n1Cc1ccccc1 reads -8%	-6%	1	-4%	i	29	39	-1.8%	-4%	-19%
Cc1ccc2[nH]c3c(c2c1)CN(C(=O)CN1CCN(c2ccccn2)CC1)CC3 reads 8%	-19%	0.9	9%	i	-23	-3	-3.4%	10%	-4%
CCOC(=O)c1c(NC(=O)C2C3C=CC(C3)C2C(=O)O)sc2c1CCC(C)C2 (stereo not given) reads 0%	-5%	1.1	0%	i	4	-16	-2.9%	16µM*	-2%

Remaining list, next part
SMILES	PMI inhibition	human PMI inhibition	TNAP activators	M1AAP inhibition	Yfh1-off respiration	WT yeast gro inh	WT yeast gro inh mutant strain	XIAP antagonists	P. falciparum M17LAP	LYP inhibition
Nc1nc(Nc2cccc(Cl)c2)n[nH]1	·	·	·	-3%	i	·	·	·	8%	1%
CN(C)CC1CCCCC1OC(=O)/C=C/c1ccccc1 (stereo not given)	·	·	·	-1%	i	·	·	·	3%	-7%
Cc1c(N=Cc2ccncc2)c(=O)n(-c2ccccc2)n1C	14%	14%	1	1%	i	-13	-1	-5.0%	10%	5%
CCOc1ccccc1NC(=O)C(OC(=O)c1ccc(O)cc1)c1ccccc1 (stereo not given)	7%	21%	1.1	0%	i	77*	26*	-1.0%	15%	9%
O=C(NCCc1c[nH]c2ccccc12)/C(=C\c1cccnc1)NC(=O)c1cccs1	4%	5%	1.1	0%	i	4	-10	0.0%	4%	-3%
CN(C)/C=C1\NC(=S)N(c2ccc(Cl)cc2)C1=O	1%	6%	1	17%	i	2	5	-4.3%	13%	1%
COc1cc(SC)ccc1C(=O)NCCOc1c(C)cc(C)cc1C	6%	9%	1.1	-4%	i	27	21	-3.1%	0%	-7%
COc1cc(/C=C(\C#N)C(=O)c2c[nH]c3ccccc23)cc(OC)c1O	70%*	21%	1	16%	i	0	3	-4.7%	3%	-1%
c1ccc(CSc2ncnc3ccccc23)cc1	-1%	-3%	1	15%	i	29	17	-3.7%	15%	1%
COc1ccccc1N=C(C)C1=C(O)CC(c2ccccc2)CC1=O (stereo not given)	12%	12%	1	-10%	i	2	10	-4.1%	-4%	-4%
CCOc1ccc(NCC(=O)Nc2ccc(Cl)cc2C)cc1	26%	-1%	1.1	0%	i	4	13	-5.8%	20%	-3%
CN1C(N)=NC(=O)/C1=C/c1ccc(OC(F)(F)F)cc1	-8%	-5%	1.1	7%	i	-18	1	-5.4%	-2%	7%

Compound activity as filed in PubChem BioAssay.
